Screening data from PubChem.
CYP2C9 act: human CYP2C9 activators, primary screen, biochemical, luminescence; recombinant CYP2C9, luciferin-H conversion; active compounds read high; factor 1 = untreated enzyme, 0 = blocked; hit rate 1.4% among 96,000; Cytochrome P450 2C9 (Homo sapiens), P11712; AID 1024, 2008; activation factor at 5 µM;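 active means activation factor of 2 or more for CYP2C9 at a 5 µM dose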;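 further: 0 = sulfaphenazole-blocked wells and 1 = vehicle-only wells; values of inactives mirror those of a sister screen read the other way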
Target sequence (P11712 whole entry, looked up): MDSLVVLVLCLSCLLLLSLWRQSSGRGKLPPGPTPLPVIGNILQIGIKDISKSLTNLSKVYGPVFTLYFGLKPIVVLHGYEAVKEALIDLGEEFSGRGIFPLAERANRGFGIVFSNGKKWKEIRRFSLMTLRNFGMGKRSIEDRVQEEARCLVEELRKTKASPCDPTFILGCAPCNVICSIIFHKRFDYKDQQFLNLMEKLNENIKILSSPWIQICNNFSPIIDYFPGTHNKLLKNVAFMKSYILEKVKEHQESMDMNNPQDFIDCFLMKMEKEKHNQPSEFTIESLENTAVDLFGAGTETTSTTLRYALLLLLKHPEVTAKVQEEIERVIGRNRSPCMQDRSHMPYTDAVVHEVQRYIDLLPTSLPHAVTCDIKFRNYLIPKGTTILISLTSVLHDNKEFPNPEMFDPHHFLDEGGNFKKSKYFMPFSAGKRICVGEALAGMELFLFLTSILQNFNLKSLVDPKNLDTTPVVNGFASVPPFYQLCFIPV
PLAP act: PLAP enzyme activators, biochemical, luminescence, HTS | purified PLAP enzyme, luminescent substrate read-out; active compounds read high | activation fold at 20 µM | hit rate 1.2% among 96,000 | AID 696, 2007; in the data active means activation fold above about 2
Target sequence (P05187 whole entry, looked up): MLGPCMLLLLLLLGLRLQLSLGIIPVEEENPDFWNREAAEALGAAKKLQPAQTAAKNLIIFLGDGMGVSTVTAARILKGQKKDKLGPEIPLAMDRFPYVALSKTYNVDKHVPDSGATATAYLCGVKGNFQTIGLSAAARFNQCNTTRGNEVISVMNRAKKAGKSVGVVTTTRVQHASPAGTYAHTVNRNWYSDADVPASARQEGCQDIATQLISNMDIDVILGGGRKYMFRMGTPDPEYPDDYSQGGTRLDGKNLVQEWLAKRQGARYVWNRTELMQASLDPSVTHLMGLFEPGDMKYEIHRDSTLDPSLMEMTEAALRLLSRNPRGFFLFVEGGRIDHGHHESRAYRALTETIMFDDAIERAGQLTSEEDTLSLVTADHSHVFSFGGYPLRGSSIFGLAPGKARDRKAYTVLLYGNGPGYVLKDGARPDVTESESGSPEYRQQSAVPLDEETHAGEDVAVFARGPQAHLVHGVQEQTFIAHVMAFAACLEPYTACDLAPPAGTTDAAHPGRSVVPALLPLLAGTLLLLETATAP
PTK2B oligo ant: antagonists of Pyk2 self-association, primary screen, Q293 cells, FERM NanoBiT luminescence, HTS; active compounds read low; AID 1347419, 2020; hit rate 0.83% among 99,000; z-score (the deposit names both 25 µM and 10 µM); Protein-tyrosine kinase 2-beta (Homo sapiens), Q14289;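 active means Z-score of -3 or lower, scaled per plate to the spread of control and sample wells; inactive means z-score above -3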;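 further: negative z-score means lost luminescence so less FERM oligomerization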
CYP2C19 inhib: blockers of cytochrome P450 2C19 activity – biochemical, luminescence, ADME assay, primary screen. P33261. CYP2C19 Supersomes, luciferin-H EGE luminescence, 30 min. inhibition, % at 5 µM. hit rate 21% among 96,000;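 active means CYP2C19 inhibition above a set limit at 5 µM in the primary screen, cut at about 50% in these data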;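 further: plate controls were negative control wells for no effect and 2.5 mM tranylcypromine positive control for full effect; values of inactives mirror those of a sister screen read the other way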
CYP2C19 activ: human CYP2C19 activators, primary screen, biochemical, luminescence; Cytochrome P450 2C19 (Homo sapiens), P33261; recombinant CYP2C19, luciferin-H EGE luminescence; active compounds read high; 0 = fully inhibited enzyme, 1 = untreated enzyme; activation factor at 5 µM; 96,000 tested, under 10 active; AID 1025, 2008;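 active means activation factor of at least 2 at 5 µM in the primary screen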;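 further: 0 = wells with 2.5 mM tranylcypromine and 1 = vehicle-only wells; values of inactives mirror those of a sister screen read the other way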
CYP2C9 inhib: blockers of cytochrome P450 2C9 activity – biochemical, luminescence, ADME assay, primary screen | inhibition, % at 5 µM | CYP2C9 Supersomes, luciferin-H conversion | hit rate 20% among 96,000;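 active means blocking of liver enzyme CYP2C9 beyond about 50% at 5 µM, limit read from the data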; further: values of inactives mirror those of a sister screen read the other way
MT1-MMP txn act: MT1-MMP promoter reporter activation – cell-based, luciferase luminescence, primary screen; HT1080 MT1-MMP promoter luciferase reporter, overnight; active compounds read high; activation factor at 10 µM; hit rate 0.16% among 86,000;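 active means activation factor of at least 2 for MT1-MMP transcription at 10 µM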
Mac1 fbg inh: inhibitors of CD11b/CD18 adhesion to fibrinogen, primary screen, K562 cells, luminescence; inhibition, % at 10 µM; ATPlite luminescence; Mn2+ added to activate the integrin; hit rate 0.54% among 93,000;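 active means primary inhibition of 50% or more at 10 µM, then 40% or more on retest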; further: some results filed as inactive read as strong as hits
CD11b adhes enh: enhancers of CD11b/CD18 adhesion to fibrinogen, primary screen, K562 cells, luminescence. Integrin beta-2 (Homo sapiens) + Integrin alpha-M (Homo sapiens), P05107+P11215. ATPlite luminescence. activation, % at 10 µM. hit rate 0.07% among 93,000;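 active means 10 µM primary screen giving 50% or more activity, confirmed by 40% or more on retest at that dose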; further: strong numbers were not always called active; reference of the scale not given here
Numbers without * were called inactive; / = no result given.

SMILES	CYP2C9 act	PLAP act	PTK2B oligo ant	CYP2C19 inhib	CYP2C19 activ	CYP2C9 inhib	MT1-MMP txn act	Mac1 fbg inh	CD11b adhes enh
COc1cc(/C=C/C(=O)N(C)c2ccccc2C(=O)O)cc(OC)c1OC	1	1	-0.16	6	0.9	3	1.1	/	/
O=C(c1ccc(Cl)cc1)N1CCC(O)(CSc2ccc(Cl)cc2)CC1	0.7	1.4	-0.79	23	0.8	28	/	/	/
COC(=O)c1ccc(CSc2ncnc3c2oc2ccccc23)o1	0.7	0.8	-0.62	2	1	34	1	-18	-3
c1ccc(Cn2c(-c3cncs3)nc3ccccc32)cc1	0.1	0.8	-0.09	73*	0.3	94*	1.6	7	-2
COc1ccccc1N(CC(=O)Nc1ccccc1C(=O)NC(C)C)S(C)(=O)=O	0.6	1.1	0.28	-1	1	41	0.9	6	-6
Cc1cc(=O)[nH]c(Sc2c(-c3ccccc3)c3ccccc3[nH]c2=O)n1	0.9	0.9	0.88	23	0.8	6	/	-1	-1
Cn1cnnc1SCC(=O)N1CCC(Cc2ccccc2)CC1	1	/	0.29	77*	0.2	1	1.2	2	-4
CC(C)c1nnc(NC(=O)CCC(=O)Nc2ccc(F)cc2)s1	1	1	1.4	-12	1.1	-2	1	1	-1
Clc1ccc2c(c1)CCc1cccnc1C2=C1CCNCC1	/	1.2	/	/	/	/	1.2	2	-3
CCOC(=O)NC(=O)CSc1nc(C)cc(C(F)(F)F)c1C#N	1.4	0.9	1.6	30	0.7	-40	1.4	-8	0
O=C(NCCc1cn2ccccc2n1)c1ccccc1F	0.9	1.1	0.26	18	0.8	8	1.1	4	15
CCC(=O)N(Cc1cc2cccc(C)c2[nH]c1=O)c1ccccc1OC	0.8	1.2	0.2	17	0.8	24	1.1	/	/
O=C(NNc1cccc(Cl)n1)c1c(Cl)cccc1Cl	1	1	-0.2	7	0.9	3	/	/	/
COc1ccccc1N1C(=O)CC(N2CCc3ccccc32)C1=O (centres undefined)	1.1	1.3	-0.28	91*	0.1	-5	1.1	/	-2
Nc1ncnc2c1ncn2C1CCC(CO)C(O)C1 (centres undefined)	1.1	0.9	0.23	-13	1.1	-7	1.1	-22	1
Cc1ccc(C(=O)c2c(NC(=O)c3ccccc3C)sc(C)c2C)cc1	0.2	1	0.43	30	0.7	78*	/	-11	19
O=C(OC1CCOC1=O)c1ccc(S(=O)(=O)N2CCCCCC2)cc1 (centres undefined)	0.7	1.1	0.15	17	0.8	25	1.2	/	/
O=C(OCC(=O)c1ccco1)c1ccc2ncsc2c1	1.1	0.8	0.02	11	0.9	-6	1.2	-15	-3
Clc1ccccc1CSc1nnc(/C=C/c2ccccc2)o1	1	1	-0.22	0	1	3	/	-3	21
Cc1cc(C)c2c(n1)sc1c(=O)n(Cc3ccccc3Cl)nnc12	0.8	1.5	0.18	31	0.7	20	1	-8	-2

Sorted by value in CYP2C9 inhib (high to low): some entries from above
structure,CYP2C9 inhib
COC(=O)c1ccc(CSc2ncnc3c2oc2ccccc23)o1,34
O=C(OC1CCOC1=O)c1ccc(S(=O)(=O)N2CCCCCC2)cc1 (centres undefined),25
CCC(=O)N(Cc1cc2cccc(C)c2[nH]c1=O)c1ccccc1OC,24

(list continues)
SMILES	CYP2C9 act	PLAP act	PTK2B oligo ant	CYP2C19 inhib	CYP2C19 activ	CYP2C9 inhib	MT1-MMP txn act	Mac1 fbg inh	CD11b adhes enh
Cc1cc(=O)oc(C)c1C(=O)N[C@@H]1CCCCNC1=O	1.1	0.8	0.03	-12	1.1	-10	1	-22	0
CCCCn1c(=O)n(CC(=O)Nc2ccc(C)c(Cl)c2)c(=O)c2c1ncn2Cc1ccco1	0.4	1	0.04	51*	0.5	62*	1	1	0
CCCc1ccc(C(=O)CCC(=O)O)cc1	0.9	1.2	1.6	9	0.9	8	1.3	12	1
O=C1c2ccccc2C(=O)C12Cc1ccccc1N1CCN(c3ccccc3)CC12 (centres undefined)	0.2	1.2	0.91	56*	0.4	76*	1.2	2	-1
CCN1CCN(C(c2cccs2)C(C)NC(=O)CC(C)C)CC1 (centres undefined)	1	1.1	-0.12	0	1	-2	1.3	-2	-4
CCCCN1Cc2cc(C(=O)c3cc(F)ccc3O)cnc2NC1=O	0.6	1.2	-1.1	23	0.8	38	1.5	-6	0
Cc1ccc(C)c(CN2C(=O)C3(OCCCO3)c3ccccc32)c1	0.3	0.9	-1.4	52*	0.5	72*	1.2	-18	-2
O=C(c1ccncc1)c1nccn1-c1ccccn1	0.2	0.9	2.7	75*	0.2	81*	1	7	-1
CC1(C)NC(=O)N(CC(O)CN(Cc2ccccc2)Cc2ccccc2)C1=O (centres undefined)	0.7	1.5	0.7	85*	0.2	28	1.1	14	-3
O=C(OCC(=O)N1CCN(C(=O)c2ccco2)CC1)c1sc2cc(F)ccc2c1Cl	1.3	1.3	1.2	-3	1	-28	1	-16	6
O=S(=O)(NC1CC1)c1ccc(S(=O)(=O)N2CCN3CCCC3C2)cc1 (centres undefined)	1	1	0.22	-2	1	3	1.2	1	0
O=C(O)c1ccccc1-c1ccccc1C(=O)Nc1ccccc1	1.1	1.1	0.56	-5	1.1	-8	/	/	/
O=C(CSc1nnc(-c2ccc(O)cc2)n1Cc1ccco1)c1cccs1	0.2	1.2	-1.1	65*	0.3	78*	1	-2	0
CCCC(=O)Nc1ccc(S(=O)(=O)Nc2cc(C)nc(C)n2)cc1	1.1	1.1	0.17	0	1	-9	1.1	-1	-4
CCOc1ccc(NC(=O)c2cccc3c2C(=O)N(Cc2cccnc2)C3)cc1	0.2	1.1	-2.3	20	0.8	77*	1.6	-8	0
Cc1ccc(C2C(C#N)=C(N)Oc3c2c(=O)n(C)c(=O)n3C)cc1 (centres undefined)	0.4	0.9	1.5	17	0.8	56*	/	/	/
COc1ccccc1C(=O)Nc1ccc(N2CCN(S(C)(=O)=O)CC2)cc1	1.8	1	-0.4	53*	0.5	-81	1	-39	4
CCn1c(=O)cc(OCC(=O)Nc2ccc(C)cn2)c2ccccc21	0.7	1	-0.46	17	0.8	25	1.1	12	-3
O=C(Cc1ccccc1)Nc1nc(=O)c2ccccc2s1	0.8	1.2	1.6	26	0.7	16	1.1	15	-1
CC(=O)C(CC(=O)N1CCCc2ccccc21)C(=O)Nc1ccc(F)cc1 (centres undefined)	0.7	1.7	-0.65	71*	0.3	33	1.2	-2	-1
COc1ccc2cc(CN(CC3COCCO3)S(=O)(=O)c3ccc(Cl)cc3)c(=O)[nH]c2c1 (centres undefined)	0.4	1.1	-1.7	22	0.8	60*	1	52	4
C=CCNC(=S)NNC(=O)C(CCC(C)C)CC(C)O (centres undefined)	0.9	2.7*	-0.49	-6	1.1	11	1.1	2	1
CC(=O)Nc1ccc(N2CCN(Cc3ccccc3F)CC2)cc1	0.7	0.9	0.26	14	0.9	26	1.1	-26	2
Cc1ccc(S(=O)(=O)NCCc2ccncc2)cc1	0.5	1	0.24	97*	0	51*	1.1	-46	7
COc1cccc(CNc2ccc(F)c(Cl)c2)c1OC	0.9	0.9	-1.1	47	0.5	10	1	-2	-2
COc1cccc(C(=O)NNC(=O)C2CC(C)=C(C)CC2C(=O)O)c1 (centres undefined)	1	0.8	1.7	-16	1.2	-4	/	/	/
COc1cccc(/C=N/NC(=O)CC2C(=O)NN=C2C)c1O (centres undefined)	1.1	/	1.5	-11	1.1	-10	1.1	3	-1
CC(C)N1CCc2c(sc(N)c2C#N)C1	1.1	1.1	-0.02	-18	1.2	-9	1.1	-1	2
COc1ccc(S(=O)(=O)N2CCN(C3CCN(Cc4ccccc4)CC3)CC2)cc1	1	1.5	0.92	4	1	4	1.2	8	-2
Cn1c(C(=O)Nc2ccc3c(c2)OCCO3)cc2sccc21	1.4	0.8	-1.8	25	0.7	-35	0.7	32	-8
CCSc1nc2c(cnn2-c2ccc(C)cc2)c(=O)[nH]1	1.2	1.2	/	0	1	-19	1	-5	15
O=C(CSc1nc2ncc(Br)cc2[nH]1)Nc1ccc2c(c1)OCO2	0	1	-0.35	72*	0.3	96*	1.1	11	-2
O=C1c2ccccc2C(=O)N1CCc1nn[nH]n1	1	1.1	0.15	-7	1.1	0	/	-10	0
Cc1cc(C(=O)CSc2nnc(-c3ccccc3)n2-c2ccccc2)c(C)n1-c1ncn[nH]1	0.4	1.7	-3.2*	62*	0.4	58*	1.3	27	0
CC1(C)Cc2c(sc(/N=C/N3CCOCC3)c2C#N)C(C)(C)N1	1	1.3	0.45	-5	1.1	-2	1.2	-25	-2
CCSC1=C(C#N)C2(CCCCC2)C(C#N)=C(N)N1	0.2	0.9	-0.88	59*	0.4	84*	1.1	15	3
Cc1noc(C)c1CSCC(=O)OCC(=O)NC1CCCCC1	0.9	0.8	1.8	20	0.8	12	1.1	-23	-3
Nc1[nH]c(=S)[nH]c(=O)c1-c1ccccc1	1	0.8	0.32	-5	1.1	1	1.2	/	/
Cc1ccc(C(=O)Cn2nnc(-c3ccccc3-n3cnnn3)n2)cc1	1.7	1	0.13	24	0.8	-68	1.1	-8	4
Cc1cccc(Cn2c(N3CCc4ccccc4C3)nc3c2c(=O)[nH]c(=O)n3C)c1	0.7	0.9	-0.43	14	0.9	32	/	-17	38
N#CC(c1ccccc1)c1ccc(C(=O)c2ccc(F)cc2)cc1 (centres undefined)	0	0.4	-0.93	91*	0.1	99*	1.1	87*	-7
N#Cc1ccccc1NC(=O)c1ccccc1OCC(=O)NCc1ccco1	0.7	1	0.28	14	0.9	27	1.2	-31	2
Cc1ccccc1-n1nnnc1SCC(=O)Nc1ccc(S(=O)(=O)N2CCCC2)cc1	1	1	-1	-18	1.2	-2	1.1	-14	10
CCOC(=O)c1cnc(Nc2ccc(OCC)cc2)nc1C	1	0.9	-0.77	28	0.7	3	1.1	-22	1
CCCCCn1c(SCC#N)nc2cc(C(=O)NCC3CCCO3)ccc2c1=O (centres undefined)	0.6	1	-1.5	37	0.6	39	1	-5	6
COc1ccc(CSc2nnnn2-c2ccccc2)cc1	0.1	0.7	-1.7	96*	0	89*	1.2	32	8
O=C(Cc1ccc(-n2cccc2)cc1)NC1CCCCC1	0.3	1.1	0.02	55*	0.4	69*	1	2	-7
CCCCCCC(C)n1[nH]c(=O)c2c(C)cc(=O)[nH]c21 (centres undefined)	0.8	1.2	-0.01	39	0.6	19	1	0	0
Cc1cc(=O)oc2cc(OC(C)C(=O)Nc3ccc(N4CCOCC4)cc3)ccc12 (centres undefined)	1.1	1.1	1.2	28	0.7	-6	/	/	/
CCOC(=O)N1CCN(C(=O)C2CCN(S(=O)(=O)c3c(C)cc(C)cc3C)CC2)CC1	3.4*	1.8	-0.74	22	0.8	-241	1	-35	2
COc1ccc(/C=C/C(=O)c2ccc(Cl)s2)cc1O	0.4	0.9	-2.1	54*	0.5	59*	/	-6	-4
CN1CCN(C(=O)c2ccc(CN3CCOCC3)cc2)CC1	1.2	1.4	0.69	-12	1.1	-22	1.1	-4	0
COCCNC(=O)CSCc1c(F)cccc1Cl	1	1	0.5	34	0.7	4	1	-20	1
Cc1cc(C)c2nc(C(F)(F)F)nc(NCCCN3CCOCC3)c2c1	0.7	1.6	-1.9	34	0.7	32	/	-41	3
